Screening results (PubChem)
human PMI inhibition – inhibitors of human PMI, primary screen, biochemical, fluorescence intensity, coupled assay (AID 1209); purified PMI enzyme, coupled fluorescence intensity; higher % means a stronger effect; 190,000 compounds, 0.42% hits; one-dose inhibition, % at 20 µM; IC50 in µM for titrated hits; in the data active = inhibition above about 50%;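 also: plate controls were DMSO vehicle for no effect and wells lacking substrate for full effect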
TNAP activation fold – stimulation of alkaline phosphatase TNAP activity – biochemical, luminescent, no phosphate acceptor, uHTS, primary screen (AID 1001). 200,000 compounds, 0.03% hits. purified TNAP, luminescent activation assay, no phosphate acceptor; higher activation fold means a stronger effect. one-dose activation fold at 20 µM; EC50 in µM for titrated hits; in the data active = activation fold from about 3, or a potency from the dose series; inactive = the rest, 99 in 100 with activation fold below about 1.6; also: many of its hits are not listed in these tables
Hep lipid drop – hepatic lipid droplet formation modulation | inhibition, % at 6.5 µM | 240,000 compounds, 0.4% hits | AML12 mouse hepatocytes, oleate lipid droplets, BODIPY imaging;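 active = lipid droplet intensity inhibited by at least 50%, with more than 500 cells counted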
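System: AML12 hepatocytes (mouse). Probe or stimulus: oleic acid at 100 µM to induce lipid droplet formation. Times: overnight treatment with compound plus oleate. Detection: Image-based BODIPY and DAPI two-channel analysis. Evaluation: percent inhibition of filter-corrected integrated lipid droplet intensity per well.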
Insulin prom up – MIN6 insulin promoter up-regulation | MIN6 insulin promoter-GFP reporter, high-content imaging; hits give high values | z-score at 5 µM | 190,000 compounds, 0.3% hits;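 active = z-score above 3 at 5 µM with at least 500 cells counted in the well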
Dynein transport – dynein cargo transport inhibition; 3617.4 mouse cells, GR-EGFP nuclear translocation imaging; test concentration mostly 20 µM; stimulated with dexamethasone, 1 µM; hits give low values; z-score, hits read low; 220,000 compounds, 0.47% hits;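 active = plate z-score of nuclear minus cytoplasmic receptor signal below a set negative limit, without overly bright fluorescence or cell loss, cut at about -3.5 in these data, passing the limit was not always enough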;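 also: z-score of nuclear minus cytoplasmic ring GR-EGFP intensity difference per well; some compounds called inactive have numbers as strong as hits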
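Buffer or medium: tet-free, stripped-serum medium; Also added: dexamethasone, 1.0 µM final; Technique: high-content fluorescence imaging after fixation; Times: 48 h induction, 1 h compound, 30 min dex at 37 °C; Read-out: per-cell GR-EGFP intensity, nucleus versus surrounding cytoplasmic ring, well-averaged.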
b-catenin transl – beta-catenin nuclear translocation modulation; HeLa beta-catenin nuclear translocation, immunofluorescence imaging; nuclear translocation activity, % at 5 µM; 190,000 compounds, 0.3% hits; AID 1665;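 active = nuclear translocation activity above 50% at 5 µM, with a well cell count of 50 or more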;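 also: per-cell ratio of nuclear to cytoplasmic median beta-catenin stain intensity; plate controls were DMSO negative control for no effect and GSK-3 inhibitor IX positive control for full effect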
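assay system = human HeLa cells, endogenous beta-catenin | times = compound treatment 24 h, 37°C, 5% CO2 | detection = Anti-beta-catenin immunofluorescence on PFA-fixed, Triton-permeabilized cells, DAPI nuclei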
Myeloid diff MLP – myeloid differentiation induction | ER-HoxA9 myeloid progenitors, lysozyme-GFP differentiation, flow cytometry | calls only at 10 µM | 360,000 compounds, 1% hits | AID 624256;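 active = normalized GFP-positive differentiation at or above the plate's own cutoff, the solvent-only control mean plus 3 SD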;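 also: cells exposed to compound for four days before flow analysis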
MT stabilizer – microtubule stabilization, imaging screen | HeLa tubulin immunostaining HCS, 24 h; share of cells brighter than vehicle mean+2SD | % tubulin-high responders, % at 10 µM | 200,000 compounds, 0.83% hits | AID 2205;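 active = plate Z-score above 3 for both tubulin-high and condensed-nucleus cell shares, with cell loss under 80%, at 10 µM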;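 also: anti alpha tubulin signal scored within the nucleus-defined area of each cell; some results filed as inactive read as strong as hits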
T cell HTS – T cell immune modulation candidate; AID 2052; 2C CD8+ T cell-vesicle binding, flow cytometry; hits give low values; calls only at 7 µM; 330,000 compounds, 0.068% hits;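 active = response, share of CD8 T cells binding vesicles, and their 90th percentile fluorescence all below set limits, cut at about 80% in these data, passing the limit was not always enough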
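Material: 2C TCR transgenic mouse naive CD8+ T cells, MACS-purified. Also added: QL9-charged Drosophila Ld/ICAM-1/B7-1 vesicles. Timing: binding 1.5 h at 37 °C. Measured by: high-throughput flow cytometry with anti-B7-1 and anti-CD8 staining. Read-out: percent CD8+ FL2 mean versus row control. Controls: Unloaded micro-vesicles (low), QL9 vesicles with 0.7% DMSO (high).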
Dynein transport cytoplasmic EGFP – second read-out of Dynein transport, no call of its own (marks repeat the call); z-score; measured here: cytoplasmic GR-EGFP intensity; hits give high values
Dynein transport nuclear GR-EGFP – recorded beside Dynein transport, whose call it bears; z-score; measured here: nuclear GR-EGFP intensity;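 lower value marks the stronger effect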
Dynein transport cell count – recorded beside Dynein transport, whose call it bears; z-score; measured here: cell count per field
Insulin prom up cell count – further read-out of Insulin prom up, marked with its call; cell count; measured here: cytotoxicity, nuclei count;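 total cells summed across four imaged fields per well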
Hep lipid drop cells 6.5 µM – also measured in Hep lipid drop; calls as there; cell count; measured here: cell count, cytotoxicity flag;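 cells counted across two imaged fields per well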
b-catenin transl cell count 5 µM – also measured in b-catenin transl; calls as there; cell count; measured here: cell count, cytotoxicity flag
T cell HTS vesicle-bound % – further read-out of T cell HTS, marked with its call; double positive events, %; measured here: CD8+ vesicle-bound cell fraction;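 binding gate set so that unloaded-vesicle control wells show 10% double positive cells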
MT stabilizer Hoechst-high % – also measured in MT stabilizer; calls as there; % Hoechst-high responders; measured here: nuclear condensation Hoechst responders;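 share of cells brighter than vehicle mean plus two SD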
MT stabilizer cytotoxicity % – second read-out of MT stabilizer, no call of its own (marks repeat the call); toxicity, %; measured here: cytotoxicity by cell density;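 0% = mean cell density of plate MIN control wells and 100% = no cells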
Myeloid diff MLP GFP+ MAC1+ % – second read-out of Myeloid diff MLP, no call of its own (marks repeat the call); GFP+ MAC1+ double positive, %; measured here: differentiation confirmed by MAC1 staining
The depositor's hits bear a star; i = inactive; · = not tested or not shown.

SMILES	human PMI inhibition	TNAP activation fold	Hep lipid drop	Hep lipid drop cells 6.5 µM	Insulin prom up	Insulin prom up cell count	Dynein transport	Dynein transport cytoplasmic EGFP	Dynein transport nuclear GR-EGFP	Dynein transport cell count	b-catenin transl	b-catenin transl cell count 5 µM	Myeloid diff MLP	Myeloid diff MLP GFP+ MAC1+ %	MT stabilizer	MT stabilizer Hoechst-high %	MT stabilizer cytotoxicity %	T cell HTS	T cell HTS vesicle-bound %
CNC(=O)CC1C(=O)N(Cc2ccccc2)C(=S)N1NC(=O)c1cccc(F)c1 (stereo not drawn)	-9%	1.1	4	674	0.36	1195	1.8	-0.26	0.78	-0.15	0.1	527	i	1.1	3.3	2.8	9.1	i	25
CN1CCN(C(=O)CN(c2cccc(Cl)c2)S(=O)(=O)c2ccccc2)CC1	0%	1.1	·	·	0.1	1225	-0.33	-0.17	0.19	-0.081	-4.7	979	i	0.6	2.4	1.7	11	i	21
CCC(=O)Nc1ccccc1C(=O)NC1CCCCC1	7%	1.1	10	717	0.45	751	-0.8	-0.15	-0.18	0.5	·	·	i	8.9	2.9	1.9	6.0	i	26
O=C1CCN(C2CCN(Cc3nc(Cc4ccccc4F)no3)CC2)CCN1	9%	1.1	-2	726	0.33	1437	2.3	0.41	1.4	-1.4	-2.6	949	i	0.2	4.5	1.5	6.8	i	52
COc1ccccc1OCc1nc(C#N)c(N2CCCC2)o1	-1%	1.1	0	758	1.6	1522	0.45	-0.23	0.64	-0.42	1.6	1012	i	0.5	3.9	1.8	7.7	i	6
CC1C(C(=O)Nc2ccccc2)CCCC1(C)C(=O)O (stereo not drawn)	1%	1	·	·	-0.36	1461	0.2	-0.15	0.96	0.41	0.8	765	i	2.3	1.9	2.1	3.8	i	55
O=C(Cc1ccccc1[N+](=O)[O-])NCc1ccc(Cl)cc1Cl	20%	1.1	14	710	0.38	1595	2.7	-0.022	1.9	-1.7	-0.8	1032	i	0.5	2.9	2.1	2.0	i	42
O=C(O)CC12CC3CC(C1)CC(n1cncn1)(C3)C2	-15%	1.1	10	773	-0.4	1234	-0.71	-0.26	-0.5	0.63	0.7	1046	i	0.1	0.8	2.1	8.6	i	26
O=C(O)CCC(=O)Nc1nc(-c2ccccc2)cs1	4%	1.1	2	716	0.02	1242	-0.37	-0.28	-0.011	1.2	0.4	1030	i	0.3	3.1	1.5	10.0	i	34
COCCCN(C(=O)c1ccco1)c1nc(-c2cc(OC)ccc2OC)cs1	13%	1	·	·	-0.04	963	-0.21	-0.084	-0.056	0.7	-1.4	1156	i	0.7	1.7	1.5	8.4	i	52

2 entries from above, reformatted:
molecule | human PMI inhibition | TNAP activation fold | Hep lipid drop | Hep lipid drop cells 6.5 µM | Insulin prom up | Insulin prom up cell count | Dynein transport | Dynein transport cytoplasmic EGFP | Dynein transport nuclear GR-EGFP | Dynein transport cell count | b-catenin transl | b-catenin transl cell count 5 µM | Myeloid diff MLP | Myeloid diff MLP GFP+ MAC1+ % | MT stabilizer | MT stabilizer Hoechst-high % | MT stabilizer cytotoxicity % | T cell HTS | T cell HTS vesicle-bound %
O=C(O)CC12CC3CC(C1)CC(n1cncn1)(C3)C2 | -15% | 1.1 | 10 | 773 | -0.4 | 1234 | -0.71 | -0.26 | -0.5 | 0.63 | 0.7 | 1046 | i | 0.1 | 0.8 | 2.1 | 8.6 | i | 26
COCCCN(C(=O)c1ccco1)c1nc(-c2cc(OC)ccc2OC)cs1 | 13% | 1 | · | · | -0.04 | 963 | -0.21 | -0.084 | -0.056 | 0.7 | -1.4 | 1156 | i | 0.7 | 1.7 | 1.5 | 8.4 | i | 52

Going on with the list.
SMILES	human PMI inhibition	TNAP activation fold	Hep lipid drop	Hep lipid drop cells 6.5 µM	Insulin prom up	Insulin prom up cell count	Dynein transport	Dynein transport cytoplasmic EGFP	Dynein transport nuclear GR-EGFP	Dynein transport cell count	b-catenin transl	b-catenin transl cell count 5 µM	Myeloid diff MLP	Myeloid diff MLP GFP+ MAC1+ %	MT stabilizer	MT stabilizer Hoechst-high %	MT stabilizer cytotoxicity %	T cell HTS	T cell HTS vesicle-bound %
O=C(Oc1cccc(-n2cnnn2)c1)c1ccccc1Cl	0%	1	-6	693	0.17	1532	0.16	-0.19	0.6	-0.49	1.8	992	i	1.1	1.9	1.1	4.1	i	35
C=CCOc1ccccc1C1NC(=O)NC(C)=C1C(=O)NCc1ccccc1 (stereo not drawn)	-9%	1	-1	775	0.44	946	-0.23	-0.28	0.0042	-1.1	·	·	i	1.7	2.0	1.5	8.5	i	47
COCC(=O)OCC(=O)Nc1ccc(Cl)cc1[N+](=O)[O-]	-12%	1	-5	647	0.2	1157	-0.41	-0.26	0.15	1.1	-0.5	1116	·	·	4.8	2.4	12	i	22
CN1C(=O)C2(Nc3ccccc3-c3nc4ccccc4n32)c2ccccc21 (stereo not drawn)	11%	1	·	·	·	·	0.33	-0.095	0.18	-0.5	-0.8	1139	i	0.3	3.5	1.8	3.6	i	49
c1ccc(CN(Cc2ccccc2)c2c3c(nc4ncnn24)CCC3)cc1	·	·	-6	718	0	1038	0.73	-0.12	1.5	-1.1	-0.6	1370	i	0.7	·	·	·	i	14
O=C(CCN1CCN(Cc2ccccc2)CC1)Nc1cccc(Cl)c1	-7%	1.1	·	·	-0.05	1311	-0.67	-0.18	-0.46	0.53	-5.6	1021	i	3.0	1.7	1.3	8.7	i	32
CC(C)(C)C1CCC(OC(=O)c2cncc(Br)c2)CC1 (stereo not drawn)	-6%	1.1	12	701	0.37	1105	2.1	-0.24	1.2	-1.8	2.9	970	i	0.4	3.5	2.5	4.4	i	36
Cc1sc2c(c1C)c(=O)n(-c1ccccc1)c1nnc(C)n21	-11%	1	·	·	·	·	0.32	-0.22	0.17	0.55	·	·	i	2.5	2.4	1.7	4.3	i	11
CCOCCc1c(O)nc(SCCOc2ccc(C)c(C)c2)[nH]c1=O	6%	1.1	7	705	·	·	-0.37	0.3	-0.049	0.56	0.3	1522	i	0.0	2.8	2.3	6.3	i	42
Cc1ccc(-n2cc(CNCCc3cscn3)c(-c3ccc(F)cc3)n2)cc1	12%	1.1	-5	666	-0.2	1238	-0.55	-0.31	-0.39	1.1	-4.3	1051	i	0.4	2.3	2.1	7.0	i	61
Cc1ccc(/C=C/C(=O)NC2CCS(=O)(=O)C2)cc1 (stereo not drawn)	-4%	1.1	9	744	-0.45	1147	0.49	-0.26	-0.16	0.97	-4.0	1099	i	1.0	2.8	2.3	4.7	i	40
COc1ccc(/C=N/NC(=O)Cn2nc([N+](=O)[O-])cc2C)c(OC)c1OC	·	·	4	566	-0.6	1506	1.2	-0.16	0.63	-1.4	0.2	1311	i	0.3	·	·	·	i	21
CC(C)NC(=O)NC(=O)COC(=O)c1cc[n+]([O-])cc1	1%	1.1	5	670	0.66	1193	-0.27	-0.33	0.17	0.17	1.4	975	i	0.6	5.8	3.1	10	i	47
CCc1nccn1S(=O)(=O)c1ccc2ccc(C)cc2c1	6%	1.1	-2	681	0.36	1677	1.3	-0.22	1	0.87	0.5	999	i	1.2	2.0	2.6	10	i	57
O=c1c2ccccc2nc2ccc(N3CCOCC3)nn12	5%	1.1	·	·	-0.3	1544	0.059	-0.15	0.54	0.93	-0.8	1298	i	0.2	2.3	2.1	4.6	i	38
COc1ccc(C2CC(c3cccs3)=NN2c2ccc(C=O)cc2)cc1 (stereo not drawn)	4%	1.1	-7	720	-0.6	1090	-9.6	16	-0.54	1.5	-0.7	485	·	·	1.2	1.5	7.8	i	48
N/C(=N\OC(=O)CCC1CCCCC1)c1cccnc1	7%	1.1	·	·	0.43	1631	-0.043	-0.19	-0.15	0.31	0.2	1332	i	0.2	1.7	1.5	5.2	i	54
CCNC(=O)[C@H]1O[C@@H](n2cnc3c(N)nc(NCCc4ccc(CCC(=O)O)cc4)nc32)[C@H](O)[C@@H]1O	·	·	0	713	-0.18	960	-0.82	-0.78	-0.15	-0.074	-0.8	1154	i	1.4	·	·	·	i	50
CN(C)/C=C/C(=O)c1ccc(C(F)(F)F)cc1F	9%	1.1	8	723	-0.37	1433	1.3	0.35	0.86	-0.85	-3.2	997	i	0.5	3.5	1.9	4.0	i	45
O=C(CCc1ccccc1)Nc1c(F)c(F)c(F)c(F)c1F	6%	1.1	·	·	0.26	1190	1.3	0.58	0.9	-1.3	0.1	1135	i	0.7	4.7	2.4	17	·	·
CNC(=O)CN(c1cccc(Br)c1)S(C)(=O)=O	0%	1.1	-9	740	·	·	-0.19	-0.12	-0.34	0.95	·	·	i	0.7	3.3	2.6	6.6	i	30
CCN(Cc1ccncc1)C(=O)CCc1nnc(CCC2CCCCC2)o1	-4%	1.1	-34	593	0.32	1424	1.1	-0.096	0.82	-1.7	-0.3	1026	i	0.1	3.7	2.8	2.6	i	60
CC(Sc1ccccc1)C(=O)NN=C1CCCCCCC1 (stereo not drawn)	0%	1.1	-10	730	0.26	1322	-0.31	-0.081	-0.026	0.025	0.3	1120	i	0.1	1.6	1.7	3.8	i	58
Cc1ccccc1OCC(O)CN(Cc1ccccc1O)C1CCCCC1 (stereo not drawn)	-2%	1.1	-14	692	-1.1	1127	0.83	-0.28	0.93	-0.35	-4.9	1117	i	0.5	4.4	2.8	6.6	i	30
O=C(CCCc1ccccc1)NCc1ccccc1	-7%	1	3	712	0.46	1410	0.084	-0.13	0.1	0.56	0.5	871	·	·	2.5	1.5	8.3	i	58
